Compound activity: PubChem, National Center for Advancing Translational Sciences (NCATS)
FBPA Giardia inh: qHTS Assay for Inhibitors of Fructose-1,6-bisphosphate Aldolase from Giardia Lamblia. AID 2451, 2010. purified Giardia FBPA. 290,000 compounds, 0.71% hits. Potency, µM (highest dose often 59.6 µM), without a hit: top-dose activity, negative = inhibition, actives largely listed as inhibitors; also: potency is read from the fitted curve at half-maximal effect; % is scaled to controls: 0 for no effect and ±100 for the full control effect; nearly all actives have a fitted effect of over 55% in size
Target sequence (A8B2U2 whole entry, looked up): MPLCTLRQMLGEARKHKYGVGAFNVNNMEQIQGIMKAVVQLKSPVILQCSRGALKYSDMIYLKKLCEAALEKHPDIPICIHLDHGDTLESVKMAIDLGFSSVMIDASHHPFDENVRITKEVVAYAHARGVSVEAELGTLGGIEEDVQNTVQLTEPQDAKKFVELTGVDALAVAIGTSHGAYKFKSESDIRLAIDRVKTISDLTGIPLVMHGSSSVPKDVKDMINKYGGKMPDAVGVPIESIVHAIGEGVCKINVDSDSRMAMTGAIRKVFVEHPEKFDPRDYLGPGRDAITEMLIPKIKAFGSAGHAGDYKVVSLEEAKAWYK
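Giardia FBPA (40 nM reagent) was preincubated 10 min at RT with compound (up to 57.5 uM final), then substrate plus GAPDH/TPI/NAD/arsenate coupling system with diaphorase/resazurin was added; resorufin fluorescence (525/598 nm) was read after 20 min.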
Pf growth 96h: Primary qHTS for delayed death inhibitors of the malarial parasite plastid, 96 hour incubation; P. falciparum luciferase reporter growth, 96 h; Potency, µM (doses to about 28.7 µM), without a hit: at the top dose activity change, negative = inhibition, usual class: inhibitors; 320,000 compounds, 6.9% hits; AID 504834, 2011; also: potency is read from the fitted curve at half-maximal effect; % is scaled to controls: 0 for no effect and ±100 for the full control effect
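Infected RBCs, 2% Hct / 0.05% parasitemia final; luciferase-reporter P. falciparum; cpd 96 h, 37 C, 5% CO2; luciferase detection reagent; luminescence.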
Cycloheximide cs: Cycloheximide Counterscreen for Small Molecule Inhibitors of Shiga Toxin; cell reporter, cycloheximide protein synthesis inhibition counterscreen; max response, %; 300,000 compounds, 12% hits; in the data active = max response mostly above about 13%, no sharp cut-off; inactive = mostly below about 14%; also: read at 38.3 µM for the half of the compounds with a filed dose; 0% is about no effect
Pf growth 48h: Primary qHTS for delayed death inhibitors of the malarial parasite plastid, 48 hour incubation; 310,000 compounds, 5.9% hits; Potency, µM (doses to about 28.7 µM), inactives show at the top dose activity change, negative = inhibition, hits mostly inhibitors; P. falciparum luciferase growth in erythrocytes, 48 h; also: potency is read from the fitted curve at half-maximal effect; % is scaled to controls: 0 for no effect and ±100 for the full control effect
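Firefly luciferase activity from engineered P. falciparum reports growth; inhibitors lower the luminescent signal. Cultures contained 2% hematocrit erythrocytes at 0.1% final parasitemia.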
HCV inhibitor: qHTS Assay for Inhibitors of Hepatitis C Virus (HCV). Huh7.5.1 HCVcc-Cre infection, luciferase reporter, 44 h. Potency, µM (top dose mostly 41.8 µM), for inactives: top-dose activity change, negative = inhibition, hits mostly inhibitors. 340,000 compounds, 3.4% hits; also: potency is read from the fitted curve at half-maximal effect; % is scaled to controls: 0 for no effect and ±100 for the full control effect
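Antiviral activity was scored by luciferase reporter output from cells infected with HCVcc-Cre (~0.5 moi) in presence of compound, 44 h infection period, cells seeded 1,000/well 4 h prior.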
Shiga inhibitor: A qHTS for Small Molecule Inhibitors of Shiga Toxin. Vero cells, Shiga toxin protein synthesis inhibition reporter. inhibition, % at 38.7 µM. 290,000 compounds, 9.2% hits; in the data active = inhibition mostly above about 28%, no sharp cut-off; inactive = mostly below about 43%; also: 0% is about no effect
The depositor's hits bear a star; ? = inconclusive; / = not tested or not shown; & = joins results of further samples; [ ] = another dose, or the depositor's remark. Unless noted, calls follow the shape of the dose curve; as a rule, active = well fitted curve in the direction sought with a large enough effect; inconclusive = small, poorly fitted or top-dose-only effect, or another doubt; inactive = no such curve, though single readings can be large; an effect the other way counts as inactive or inconclusive.

SMILES	FBPA Giardia inh	Pf growth 96h	Cycloheximide cs	Pf growth 48h	HCV inhibitor	Shiga inhibitor
CCCCSc1nc(N)c(NC(=O)c2ccco2)c(=O)[nH]1	0%	15%	-1	17%	13%	0
Cc1ccc2c(CC(=O)Nc3c(C)n(C)n(-c4ccccc4)c3=O)coc2c1	0%	-28%	-1	-1%	-9%	-23
CC(=O)c1sc(NC(=O)c2ccc(F)c(F)c2)nc1C	-2%	/	9	89%[activator]	?	41
CC(C)CC(C(=O)OCC(=O)Nc1cccc(Cl)c1)N1C(=O)C2CC=CCC2C1=O (stereo not drawn)	-11%	-24%	-8	10%	-3%	-13
Cc1ccn2c(CNCC3OCCc4ccccc43)c(C(=O)N3CCCCCC3)nc2c1 (stereo not drawn)	1%	25%	-1	?	-12%	2
CN(C(=O)COC(=O)COc1ccc2c(c1)CCC2)c1c(N)n(Cc2ccccc2)c(=O)[nH]c1=O	/	14%	/	12%	13%	/
O=C(Nc1nccs1)c1cccc2ccccc12	?	?	6	-4%	14%	9
COc1cc(NC(=O)COc2cc(C)cc3oc(=O)c(C)c(C)c23)cc(OC)c1OC	4%	4%	3	-6%	?	5
COC(=O)C1CCN(C(=O)Cn2nnc(-c3cccc(F)c3)n2)CC1	3%	16%	8	10%	8%	6
O=C(NC(=S)Nc1ccccc1Br)c1cccnc1	6.3µM*	0%	10	-3%	-8%	/
COc1cccc(NC(=O)Nc2nnc(-c3ccccc3SCc3ccccc3)s2)c1	8%	/	-5	?	17%	-6
Cc1ccc(Nc2ncnc3c2cnn3C)c(C)c1	-4%	-14%	1	4%	0%	2
COCCCNC(=S)NNC(=O)c1cccnc1	?	/	3	26%	14%	34
O=C(CC(c1ccccc1)c1ccccc1)NCC(O)c1ccc([N+](=O)[O-])cc1 (stereo not drawn)	-12%	-27%	-5	?	-13%	-4
O=C1CC(NS(=O)(=O)c2cc(F)ccc2F)CN1c1ccc2c(c1)OCCO2 (stereo not drawn)	/	5%	/	0%	-2%	/
N#Cc1ccccc1NC(=S)NC(=O)c1cccs1	10µM*	4%	31*	22%	13%	77*
Cc1ccc(C)c(NC(=O)c2cc(-c3ccccc3O)n[nH]2)c1	10%	?	29*	?	-30%	59*
COc1ccc(-c2cc(C(F)(F)F)n3nc(C(=O)N4CCOCC4)c(Cl)c3n2)cc1	8%	?	2	?	?	18
CC(C)Oc1cc(O)c2c(=O)c(-c3ccc(O)cc3)coc2c1	-2%	2.9µM*	30*	86%[activator]	-29%	82*
CC[C@@H](C)C(C(=O)N1CCN(C(=O)OC(C)(C)C)CC1)n1cc(-c2cn([C@@H](C)C(=O)N3CCN(C(=O)OC(C)(C)C)CC3)nn2)nn1 (stereo partly drawn)	5%	?	-3	?	?	-6
O=C(Nc1ccccn1)c1ccc(Cl)c([N+](=O)[O-])c1	-10%	16%	20*	26%	-10%	64*
Cn1cccc1C(=O)NCC(c1ccco1)N1CCCCC1 (stereo not drawn)	/	?	/	?	-4%[8.37 µM]	/
CC(C)(C)NC(=O)c1sccc1C(=O)O	4%	?	22*	48%	/	51*
COC(=O)c1[nH]c2cccc(OC)c2c1NC(=O)CCN1CC(C)CC(C)C1 (stereo not drawn)	-12%	12%	-3	-8%	-15%	-4
CNc1nc(C)c(C(=O)OCC(=O)OC)s1	-1%	96%[activator]	29	-12%	7%	42
Clc1ccccc1/C=N/NC1=Nc2cccc3cccc1c23	-3%	282%[activator]	32*	242%[activator]	-12%	66*
CC1CN(C(=O)Cn2c(=O)oc3ccccc32)CC(C)O1 (stereo not drawn)	0%	16%	-3	4%	14%	-10
O=C(CSc1n[nH]c(-c2ccncc2)n1)c1ccccc1	6%	-24%	-1	-24%	?	21
O=C(Cc1cccc(C(F)(F)F)c1)Nc1ccccc1N1CCCC1	5%	30%[activator]	-3	49%[activator]	?	-9
CCOc1ccc(OCC(=O)N(CCC2=CCCCC2)c2c(N)n(Cc3ccccc3)c(=O)[nH]c2=O)cc1	/	?	/	?	16%	/
Cc1cc(NC(=O)CCC(=O)N(Cc2ccco2)C(C(=O)NC2CCCC2)c2ccccc2C)no1 (stereo not drawn)	6%	?	6	?	?	10
OCc1ccccc1N=c1ssnc1Cl	-20%	20%	-4	?	/	17
O=C(N[C@@H](Cc1ccccc1)C(=O)OCc1ccccc1)c1nc[nH]c1C(=O)NC(c1ccccc1)c1ccccc1	-8%	9.3µM*	10	1.3µM*	-4%	38
CCOC(=O)Cn1c2c(c(-c3ccccc3OC)cc1=O)CCCC2	-3%	/	-2	?	/	-13
CCOc1ccccc1NC(=O)Cn1nnc(C(=O)Nc2ccc(C)cc2)c1N	3%	?	6	-13%	?	-1
CNCC(=O)N1CCN(c2ncc(C(F)(F)F)cc2Cl)CC1	-12%	34%[activator]	0	?	-16%	-10
O=C(CN1CCOCC1)N/N=C/c1ccc(C(=O)O)cc1	0%	-36%	53*	8%	16%	85*
CCC1=C2CC[C@H]3C(=O)NC(=O)[C@H]3[C@H]2[C@@]2(Cc3ccccc3)C(=NCC(=O)OC)OC(=O)N2C1=O	4%&-1%	0%	-5	35%[activator]	2%[8.37 µM]	-8
O=C(N/N=C/c1ccc(F)cc1)c1ccccc1	-5%	21%	33*	102%[activator]	7%	126*
O=C(CC1C(=O)NCCN1Cc1ccc(-c2ccccc2)cc1)NCc1ccncc1 (stereo not drawn)	-14%	?	4	4%	10%	-1

The closing 4 entries of the section before open the next one.
SMILES	FBPA Giardia inh	Pf growth 96h	Cycloheximide cs	Pf growth 48h	HCV inhibitor	Shiga inhibitor
O=C(CN1CCOCC1)N/N=C/c1ccc(C(=O)O)cc1	0%	-36%	53*	8%	16%	85*
CCC1=C2CC[C@H]3C(=O)NC(=O)[C@H]3[C@H]2[C@@]2(Cc3ccccc3)C(=NCC(=O)OC)OC(=O)N2C1=O	4%&-1%	0%	-5	35%[activator]	2%[8.37 µM]	-8
O=C(N/N=C/c1ccc(F)cc1)c1ccccc1	-5%	21%	33*	102%[activator]	7%	126*
O=C(CC1C(=O)NCCN1Cc1ccc(-c2ccccc2)cc1)NCc1ccncc1 (stereo not drawn)	-14%	?	4	4%	10%	-1
Cc1cc(C)n2nc(C(=O)NCc3ccco3)cc2n1	0%	?	-2	11%	7%	2
O=P(Nc1c(Cl)cccc1Cl)(c1ccccc1)c1nc2c(s1)CCCC2 (stereo not drawn)	/	33%[activator]	-3	5%	13%	-15
O=C(COc1ccc2c(c1)oc(=O)c1ccccc12)NCCN1CCOCC1	4%	8%	-2	8%	-3%	-8
CC(NC(=O)C(C)N1CCN(Cc2ccccc2)CC1)c1ccccc1 (stereo not drawn)	-1%	10%	-3	-4%	0%	-10
Cc1ccc(CN2CCN(/N=C/C(Br)=C\c3ccccc3)CC2)cc1	-8%	0%	9	?	-10%	13
COc1cc(OC)cc(-c2nc3nc(C)c(CCC(=O)NCC(OC)OC)c(C)n3n2)c1	-2%	-6%	-2	-3%	11%	-3
CCSc1nc(N)c(C#N)c(-c2ccco2)c1C#N	-9%	?	1	-12%	?	23
CCOC(=O)C1(CCCc2ccccc2)CCN(C2CCSCC2)CC1	1%	?	1	-64%	?	-8
Nc1nnc(SCC(=O)NN2C(=O)NC3(CCCCC3)C2=O)s1	-12%	22%	-4	-1%	22%	2
CCc1ccc(NC(=O)c2cc(C(C)C)on2)cc1	1%	-5%	36*	222%[activator]	-22%	65*
O=C(NCC#CCOCc1ccccc1)c1ccccc1	-9%	27%	2	-21%	?	4
O=C(CN1C(=O)c2cccc([N+](=O)[O-])c2C1=O)OCC(=O)N1CCCCC1	/	3%	/	31%	-4%	/
COc1ccc(-c2csc(NC(=O)C(CC(=O)O)N3CCOCC3)n2)cc1 (stereo not drawn)	-6%	12µM*	-1	1.3µM*	14%	-13
COC(=O)c1[nH]c2ccccc2c1CN1CCOCC1	-4%	18%	3	-9%	3%	/
O=C(Nc1cccn(Cc2cccc(F)c2)c1=O)NC1CCCCC1	?	38%[activator]	8	?	?	3
CC(C)CCNC(=O)C(c1ccncc1)N(C(=O)Cn1nnc(-c2ccc(F)cc2)n1)c1ccccc1F (stereo not drawn)	4%	6.6µM*	2	?	?	-5
CCCCn1c(N)c(N(CCOC)C(=O)c2ccc(S(=O)(=O)N3CCCCC3)cc2)c(=O)[nH]c1=O	/	-9%	/	-3%	24%	/
O=C(COc1ccc(/C=N/NS(=O)(=O)c2ccccc2)cc1)N1CCOCC1	0%	23%	1	17%	16%	-8
O=C1CCC2=C(CCCC2=O)N1	1%	29%	-4	30%[activator]	22%	10
COc1cc(/C=N/NC(=O)CNc2n[nH]c(=O)[nH]c2=O)ccc1O	1%	44%[activator]	1	-7%	-8%	-15

No new results follow: entries from further up.
SMILES	FBPA Giardia inh	Pf growth 96h	Cycloheximide cs	Pf growth 48h	HCV inhibitor	Shiga inhibitor
CC(C)CCNC(=O)C(c1ccncc1)N(C(=O)Cn1nnc(-c2ccc(F)cc2)n1)c1ccccc1F (stereo not drawn)	4%	6.6µM*	2	?	?	-5
CCCCn1c(N)c(N(CCOC)C(=O)c2ccc(S(=O)(=O)N3CCCCC3)cc2)c(=O)[nH]c1=O	/	-9%	/	-3%	24%	/
O=C(COc1ccc(/C=N/NS(=O)(=O)c2ccccc2)cc1)N1CCOCC1	0%	23%	1	17%	16%	-8
O=C1CCC2=C(CCCC2=O)N1	1%	29%	-4	30%[activator]	22%	10
COc1cc(/C=N/NC(=O)CNc2n[nH]c(=O)[nH]c2=O)ccc1O	1%	44%[activator]	1	-7%	-8%	-15

Next section
SMILES	FBPA Giardia inh	Pf growth 96h	Cycloheximide cs	Pf growth 48h	HCV inhibitor	Shiga inhibitor
CCCC(C)C1(CC)C(=O)NC(=Nc2ccccc2)NC1=O (stereo not drawn)	-1%	-24%	4	?	?	20
C=C(Cl)COc1cc(C)cc2oc(=O)cc(CC)c12	2%	/	4	?	?	19
Cc1ccc(C)n1-c1ccccc1N	?	-16%	24*	200%[activator]	2%	12
COc1ccc(C(C)NC(=O)c2ccccc2Cl)cc1OC (stereo not drawn)	3%	25%	-3	10%	8%	7
O=C(O)c1ccccc1C(=O)Nc1ccc(S(=O)(=O)NC2CCCCC2)cc1	12%	-27%	-3	-3%	5%	-10
CC(C)Oc1ccc(CCN)cc1Cl	2%	-23%	-2	4%	6%	-8
Cc1nc(-c2ccc(F)cc2)c(CC(=O)Nc2cccc(S(=O)(=O)N3CCOCC3)c2)s1	/	?	/	?	-22%	/
COCc1cc(N2CCCC2)nc(-c2ccccc2)n1	3%	-6%	6	-11%	?	-8
COc1ccc(CNC(=O)CN(C(=O)c2snc(C(N)=O)c2N)c2ccccc2F)cc1	2%	-11%	-3	-2%	-17%	1
CCC(=O)Nc1ccc2c(c1)Cc1cc(NC(=O)CC)ccc1-2	-2%	0%	-3	8%	-14%	-9
CC(C)(C)C1CCc2c(sc(NC(=O)CSc3nnc(-c4ccccc4)o3)c2C#N)C1 (stereo not drawn)	-22%	?	3	20%	11%	-4
Cc1ccc(NC(=O)CN(C)C(=O)Cc2ccc(Cl)cc2Cl)cc1	1%	?	6	?	?	1
Cc1cc(N2CCCCC2)nc(SCC(=O)c2ccccc2)n1	1%	-25%	34*	43%[activator]	?	73*
CC1=C(C(=O)OCCNC(=O)c2ccccc2O)C(c2ccccc2[N+](=O)[O-])C(C(=O)OCC2CCCO2)=C(C)N1 (stereo not drawn)	-4%	5.2µM*	-5	?	?	-14
Cc1ccc(NC(=O)c2cc(N3C(=O)CCC3=O)ccc2N2CCCCC2)cc1	-2%	27%	-2	-8%	-7%	-25
CC(C)C[C@H](NC(=O)c1cc2cc(Cl)ccc2n1C)C(=O)N1CCC[C@H]1C(=O)O	3%	?	-2	10%	0%	-9
O=C(NNC(=S)Nc1ccc(F)cc1)[C@H]1C[C@@H]1c1ccccc1	1%	0%	-3	37%[activator]	4%	-9
